Assay outcomes: PubChem, several laboratories
Scp1 inh – blocks human Scp-1 phosphatase activity; Q9GZU7; Recombinant Scp1, phosphopeptide, malachite green phosphate absorbance; inhibition, % at 20 µM; hit rate 0.88% among 340,000; AID 493091;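 active means inhibition above about 50% at 20 µM, limit read from the data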;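 further: plate controls were DMSO wells with enzyme for no effect and wells lacking enzyme for full effect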
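Assay system: SCP-1 catalytic fragment, aa 76-261 | Buffer or medium: Tris acetate buffer pH 5.5 with MgCl2 and Tween-20 | Compound: One concentration, 20 µM, with 1.0% DMSO | Also added: Phospho 17-mer peptide substrate | Signal: Absorbance at 630 nm | Incubation: 45 min enzyme reaction at room temperature | Measure: % inhibition of SCP-1 phosphate liberation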
Tb MetRS inh – blocks T. brucei methionyl-tRNA synthetase activity; purified T. brucei MetRS, ATP depletion, Kinase-Glo luminescence; inhibition, % at 11.9 µM; hit rate 0.4% among 360,000;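 active means inhibition above a per-plate cutoff of the control wells' mean inhibition plus 3 SD, cut at about 5.5% in these data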;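 further: 0% = DMSO wells median and 100% = median of wells with control inhibitor compound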
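Material: parasite MetRS enzyme / Replication: singlicate, one well per compound / Signal: luminescence of leftover ATP / Schedule: 2 h aminoacylation at 25 °C after 15 min preincubation / Medium: HEPES-MgCl2-KCl buffer plus DTT, spermine, BSA, pyrophosphatase / Doses: 11.9 µM single point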
SUMO1 PPI mod – alters human SUMO1 binding to SIM partners. P63165. SUMO1 binding to a labelled peptide, TR-FRET, 1 h. inhibition, % at 20 µM. hit rate 0.33% among 360,000; in the data active means inhibition above about 37%
Target sequence (P63165 whole entry, looked up): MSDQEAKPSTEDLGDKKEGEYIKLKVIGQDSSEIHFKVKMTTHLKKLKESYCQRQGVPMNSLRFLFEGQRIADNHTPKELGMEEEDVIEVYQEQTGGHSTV
NadD block – inhibitors of Staphylococcus aureus NadD. inhibition, % at 20 µM. AID 602399. purified NadD enzyme, colorimetric absorbance read-out. hit rate 0.78% among 360,000; in the data active means inhibition above about 26%; further: some compounds past the cut are filed as inactive
DNMT1 block – DNMT1 (human) enzyme inhibition | P26358 | DNMT1 molecular beacon, Hinp1I cleavage, fluorescence | inhibition (reported as % activation of signal), % at 10 µM | hit rate 0.83% among 360,000 | AID 588458; in the data active means inhibition above about 50%
Rpn11 inh – Rpn11 (human) deubiquitinase inhibition. O00487. human 26S proteasome, Ub4-pepOG fluorescence polarization; 20S core pre-blocked with epoxomicin. calls only at 20 µM. hit rate 0.59% among 360,000;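 active means inhibition at 20 µM, scaled to each plate's controls, above about 33%, limit read from the data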
Target sequence (O00487 whole entry, looked up): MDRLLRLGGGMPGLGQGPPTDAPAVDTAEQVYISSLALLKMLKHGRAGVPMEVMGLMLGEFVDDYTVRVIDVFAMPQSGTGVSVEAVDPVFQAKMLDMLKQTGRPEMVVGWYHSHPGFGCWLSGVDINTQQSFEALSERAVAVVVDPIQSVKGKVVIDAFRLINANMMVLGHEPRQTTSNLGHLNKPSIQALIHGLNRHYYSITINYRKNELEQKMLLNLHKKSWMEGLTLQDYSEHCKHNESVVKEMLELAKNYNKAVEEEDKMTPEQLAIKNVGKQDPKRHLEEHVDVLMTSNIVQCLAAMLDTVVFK
PABP1 MLLE inh – blocks PAM2 peptide binding to the PABP1 MLLE domain; inhibition, % at 20 µM; hit rate 0.36% among 360,000; P11940; GST-MLLE / FITC-PAM2 fluorescence polarization; AID 588489; in the data active means inhibition above about 35%, passing the limit was not always enough;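 further: plate controls were DMSO wells with GST-MLLE for no effect and wells lacking GST-MLLE protein for full effect; some results filed as inactive read as strong as hits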
STEP block – STEP (human) phosphatase inhibition; P54829; inhibition, % at 20 µM; hit rate 0.25% among 360,000; recombinant STEP, OMFP fluorogenic substrate, fluorescence; AID 588621;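 active means inhibition at 20 µM, scaled per plate between control wells, above about 37%, limit read from the data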;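 further: 0% = DMSO with enzyme and substrate and 100% = substrate only without enzyme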
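System: STEP phosphatase, cell-free reaction; Buffer or medium: Bis-Tris pH 6.0 buffer with DTT, detergent; Incubation: 20 min at room temperature, dark; Measured by: fluorescence, 480/540 nm.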
LMPTP block – blocks human LMPTP phosphatase; P24666; inhibition, % at 20 µM; hit rate 0.22% among 360,000; recombinant LMPTP-A, OMFP fluorogenic substrate, fluorescence intensity;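 active means compounds that cut the enzyme signal by at least half of the control window in the single-dose screen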;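 further: plate controls were DMSO wells with enzyme plus substrate for no effect and substrate without enzyme for full effect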
Target sequence (P24666 whole entry, looked up): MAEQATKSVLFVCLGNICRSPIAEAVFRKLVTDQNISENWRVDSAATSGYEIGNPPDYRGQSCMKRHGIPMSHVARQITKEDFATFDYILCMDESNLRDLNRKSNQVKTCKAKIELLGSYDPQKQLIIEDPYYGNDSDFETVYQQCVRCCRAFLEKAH
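Test system: LMPTP-A, protein tyrosine phosphatase of low molecular weight; Input: 0.625 nM enzyme; Incubation: 50 min dark incubation at room temperature; Signal: endpoint fluorescence intensity from OMFP dephosphorylation; Read-out basis: % inhibition versus control wells.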
CSN deneddyl inh – CSN deneddylation inhibition; Purified CSN, SCF-Nedd8-OG deneddylation, fluorescence polarization; hit rate 0.38% among 360,000; inhibition, % at 12.5 µM; Q92905;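 active means pattern-corrected inhibition above about 35%, with an unprinted fluorescence ratio check between 0.5 and 1.5, limit read from the data, passing the limit was not always enough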;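 further: 0% = enzyme with substrate and 100% = substrate without enzyme; some results filed as inactive read as strong as hits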
Target sequence (Q92905 whole entry, looked up, one chain of several): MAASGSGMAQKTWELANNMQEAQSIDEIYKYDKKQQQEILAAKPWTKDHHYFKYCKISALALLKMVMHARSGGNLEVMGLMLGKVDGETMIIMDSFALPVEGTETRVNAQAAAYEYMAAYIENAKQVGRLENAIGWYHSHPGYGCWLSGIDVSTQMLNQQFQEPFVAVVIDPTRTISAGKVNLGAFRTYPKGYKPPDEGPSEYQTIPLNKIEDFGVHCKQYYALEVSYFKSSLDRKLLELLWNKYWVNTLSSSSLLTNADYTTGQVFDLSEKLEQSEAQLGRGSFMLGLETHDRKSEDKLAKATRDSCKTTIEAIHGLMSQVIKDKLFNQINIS
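Assay system: HEK293T-derived human Csn5 enzyme; quantity: 0.24 nM enzyme; medium: Tris/NaCl/DTT buffer, pH 7.5; also added: substrate SCFSkp2-Nedd8OG, 10 nM; doses: 12.5 µM compound; schedule: 90 min reaction at room temperature; signal: FP; read-out: % inhibition of substrate cleavage by Csn5; benchmarks: substrate-only high control, full reaction low control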
Active calls of the source: *; i = inactive; · = not tested or not shown; + = active, no number.

SMILES	Scp1 inh	Tb MetRS inh	SUMO1 PPI mod	NadD block	DNMT1 block	Rpn11 inh	PABP1 MLLE inh	STEP block	LMPTP block	CSN deneddyl inh
O=C(COC(=O)[C@H](Cc1ccccc1)NC(=O)c1ccco1)Nc1ccccc1OC(F)F	-8	0.1	2	-4	2	i	-4	-3	-0.6	0
Cc1ccc(CNC(=O)[C@H](C)[C@H]2C[C@]2(C)[C@H](NC(=O)OCc2ccccc2)c2ccccc2)o1	-1	-0.4	-1	1	-6	i	-5	0	-1.1	-3
COc1cccc(CNS(=O)(=O)c2ccc3c(c2)CC(C)N3C(C)=O)c1 (stereo not drawn)	-8	-0.2	-2	-6	-1	i	-8	-4	-0.3	-5
O=C(Nc1ccc2c(c1)CCCN2C(=O)c1cccs1)c1c(F)cccc1F	-2	-0.7	1	4	-1	i	-5	0	0.9	1
Cc1cc(=O)oc2cc(OCc3ccc(C(=O)OCC(=O)Nc4ccccc4OC(F)F)cc3)ccc12	-5	0.0	-2	3	36	i	2	0	6.5	-4
CCOc1ccc(NS(=O)(=O)c2ccc3c(c2)N(C(C)=O)CCO3)cc1	-4	-0.2	-3	1	3	i	0	-2	0.9	0
CCn1cc(C(=O)NCCCN2CC(C)CC(C)C2)c2cc(OC)c(OC)cc2c1=O (stereo not drawn)	-4	-0.6	-2	-7	0	i	-3	-1	1.1	-4
O=C(O)c1ccc2c(c1)C(=O)N(c1cccc(-c3nc4ccccc4s3)c1)C2=O	93*	-1.3	-5	9	1	i	6	81*	4.4	34
CCN(CC)CCOc1ccc(Br)cc1	2	0.3	-4	-3	14	i	-2	3	-1.0	-1
O=[N+]([O-])c1ccc(N2CCOCC2)cc1SCc1ccco1	-13	-0.4	-26	-7	-1	i	5	0	-0.1	-4
Cc1ccc(S(=O)(=O)CC(=O)Nc2cc(C)on2)cc1	-5	-0.4	3	-1	1	i	1	-3	-1.3	1
CCOCCOC(=O)C(C)Oc1ccc(Oc2nc(Cl)ccc2Cl)cc1 (stereo not drawn)	-7	-0.3	-1	-1	3	i	-12	0	2.7	-2
COc1ccc(NC(=O)c2c(NC(=O)CNCc3ccco3)sc3c2CCC3)cc1	-10	-0.9	-5	7	-6	i	-1	4	1.9	1
Cc1ccccc1OCC(=O)Nc1nnc(-c2ccncc2)s1	4	0.3	-1	2	-2	i	-3	0	0.7	4
CCC1C(=O)N=C(SCC(=O)Nc2ccccc2)NC1=O (stereo not drawn)	-3	-1.4	1	2	0	i	25	-1	0.5	0
Cc1ccc(S(=O)(=O)N(C)C)cc1NC(=S)NC1CCCC(C)C1C (stereo not drawn)	3	0.3	-2	-1	-3	i	10	0	-1.5	-2
Cc1cccnc1C1=NOC(Cc2ccccc2)C(=O)N1CCOc1ccc(F)cc1 (stereo not drawn)	·	0.5	1	-7	5	i	5	-2	2.5	1
CC(=O)Nc1ccc(NC(=O)c2ccccc2CC[N+](=O)[O-])cc1	-5	-0.7	-1	2	4	i	-4	0	0.5	-1
CCc1nnc(NC(=O)CSc2sc3c(O)cc(=O)[nH]c3c2C#N)s1	95*	-0.2	40*	8	83*	+	-27	33	32	30
CC(=O)N1c2ccc(S(=O)(=O)N3CCCCC3)cc2CC1C(=O)Nc1ccc(F)cc1C (stereo not drawn)	-6	-0.6	1	3	-2	i	-16	-1	-0.8	3
N#CCC(=O)Nc1ccc(C(=O)NCCC(c2ccccc2)c2ccccc2)cc1	-8	-0.3	-2	14	-24	i	-8	0	3.1	3
COc1ccc(OC)c(CN2CCN(CCc3ccccc3)C(CCO)C2)c1 (stereo not drawn)	-6	0.4	1	-2	0	i	8	1	0.3	-7
Cc1cccc(C(=O)N(C(=O)c2cccc(C)c2)N(C)C)c1	-10	-0.2	2	-3	-1	i	-10	-2	0.4	-3
O=c1cc(CSc2ccc(Cl)cc2)nc(-c2ccccn2)[nH]1	-34	0.1	-4	-7	0	i	-7	-1	-0.2	-7
CCCCNC(=S)Nc1cccc2cnccc12	-13	0.7	-13	-2	-10	i	16	2	-0.9	-2

Continuation:
SMILES	Scp1 inh	Tb MetRS inh	SUMO1 PPI mod	NadD block	DNMT1 block	Rpn11 inh	PABP1 MLLE inh	STEP block	LMPTP block	CSN deneddyl inh
COc1ccc(NC(=O)C2CCN(C(=O)Cc3ccccc3)CC2)c(OC)c1	0	-1.1	1	2	-3	i	-1	4	-1.1	-13
CC1CN(C(=O)c2ccc3c(c2)OCO3)OC(c2ccccc2)O1 (stereo not drawn)	-5	-1.3	-6	-2	1	i	1	1	-0.7	-3
CCn1cc(C(=O)NCCCN(C)c2ccccc2)c(=O)c2cc(S(=O)(=O)N(C)C)ccc21	2	0.1	7	4	-2	i	5	1	-0.7	1
CC(=O)Nc1ccc(S(=O)(=O)Nc2nc3ccccc3nc2Nc2cccc(O)c2)cc1	-12	0.1	-5	0	-4	i	2	-4	0.3	2
Cc1nc(-c2c(-c3ccc(O)cc3O)noc2C(F)(F)F)cs1	3	-1.0	-2	-4	5	i	3	-2	0.2	-3
S=C(Nc1ccccc1)c1ccccn1	-2	0.2	-11	1	-1	i	22	-1	0.9	-6
O=C1OC(/C=C/c2ccc(Cl)cc2)=NC/1=C/c1ccco1	-5	1.2	1	1	28	i	-38	-2	0.2	25
Cc1cccc(NC(=O)C2CCN(S(=O)(=O)c3ccc4c(c3)OCCCO4)CC2)n1	3	-0.6	2	-1	0	i	11	1	0.8	-4
CC(C)N(Cc1nc(-c2ccc(Cl)cc2)no1)Cc1nccn1C	0	-0.3	2	-2	-2	i	3	-1	0.5	-2
CC(C)CN1C(=O)C(=O)N(CC(=O)N(C)CC(=O)Nc2ccc(Cl)c(C(F)(F)F)c2)C1=O	-7	0.7	-2	-9	-1	i	-4	0	1.6	-1
CC(=O)c1sc2nc(=O)c(C)nn2c1C	-3	0.2	-4	0	2	i	-8	-4	-3.5	7
Cc1c(CCC(=O)N[C@@H](CCCNC(N)=O)C(=O)O)c(=O)oc2cc3oc4c(c3cc12)CCCC4	0	0.0	8	1	2	i	6	2	0.4	1
C=CCOC(=O)C1=C[C@H](c2ccc(C(F)(F)F)cc2)C[C@H](OCCCCO)O1	-10	-0.3	5	-3	-7	i	1	0	0.8	-6
CCOc1ccc(CCNC(=O)CN(C)S(=O)(=O)c2cccs2)cc1OCC	4	-0.4	8	0	-3	i	-13	3	0.3	-6
C[C@H]1CCCCO[C@H](CN(C)Cc2ccncc2)[C@@H](C)CN([C@@H](C)CO)C(=O)c2cc(NS(=O)(=O)c3ccccc3)ccc2O1	·	-0.4	1	-8	2	i	-4	-3	-3.3	-2
O=C(Nc1cc(S(=O)(=O)N2CCCCC2)ccc1N1CCCCC1)C1CC1	0	-1.0	2	0	2	i	-7	1	0.8	-1
Cc1ccc(NC(=S)NCc2ccco2)c(C)c1	-7	-0.8	-2	-1	1	i	-19	1	3.2	3
COc1cc(NC(=S)N2CCCCC2C)c(OC)cc1Cl (stereo not drawn)	-1	-0.2	-1	-4	4	i	-21	14	2.3	1
CCc1cc2c(=O)c(-c3cnn(-c4ccccc4)c3)c(C)oc2cc1OCC(=O)Nc1ccc(F)c(F)c1	-8	0.0	-16	33*	11	i	3	-2	2.2	-4
CNS(=O)(=O)c1cccc(C(=O)OCC(=O)Nc2ccccc2F)c1	8	-1.9	16	0	5	i	3	2	1.8	-9
COc1ccc(OC)c(N2C(N)=NC(N)=NC23CCCC3)c1	-9	-0.5	1	5	5	i	-6	3	-0.9	-3
COC(=O)c1cc2sccc2n1CC(=O)Nc1ccc(OC)c(OC)c1OC	-6	-0.9	-3	4	-1	i	4	-4	-0.3	1
Cc1ccc(C(=O)COC(=O)C(C)N2C(=O)C3C4CCC(C4)C3C2=O)cc1 (stereo not drawn)	-12	-0.3	-2	-6	1	i	-3	2	-0.4	-6
CC(=O)N1CCN=C1SCc1ccc(C(F)(F)F)cc1	-9	-0.7	0	0	1	i	2	1	-1.4	-1
CC1CCN(C(=O)c2ccc(CSc3nc4ccncc4n3Cc3ccc(F)cc3)cc2)CC1	-1	0.1	2	9	-5	i	-15	1	2.1	4

Arranged by SMILES length (rising): some entries from above.
SMILES	Scp1 inh	Tb MetRS inh	SUMO1 PPI mod	NadD block	DNMT1 block	Rpn11 inh	PABP1 MLLE inh	STEP block	LMPTP block	CSN deneddyl inh
S=C(Nc1ccccc1)c1ccccn1	-2	0.2	-11	1	-1	i	22	-1	0.9	-6
Cc1ccccc1OCC(=O)Nc1nnc(-c2ccncc2)s1	4	0.3	-1	2	-2	i	-3	0	0.7	4
CCOCCOC(=O)C(C)Oc1ccc(Oc2nc(Cl)ccc2Cl)cc1 (stereo not drawn)	-7	-0.3	-1	-1	3	i	-12	0	2.7	-2
O=C(O)c1ccc2c(c1)C(=O)N(c1cccc(-c3nc4ccccc4s3)c1)C2=O	93*	-1.3	-5	9	1	i	6	81*	4.4	34
CC(=O)N1c2ccc(S(=O)(=O)N3CCCCC3)cc2CC1C(=O)Nc1ccc(F)cc1C (stereo not drawn)	-6	-0.6	1	3	-2	i	-16	-1	-0.8	3

New compounds follow:
SMILES	Scp1 inh	Tb MetRS inh	SUMO1 PPI mod	NadD block	DNMT1 block	Rpn11 inh	PABP1 MLLE inh	STEP block	LMPTP block	CSN deneddyl inh
Fc1ccccc1N1CCN(c2cnc3ccccc3n2)CC1	-9	-0.4	-12	-2	-3	i	7	0	-0.1	-7
O=C(Cc1ccc(Cl)cc1)Nc1ccc2oc(-c3ccncc3)nc2c1	-4	0.1	1	2	1	i	-4	1	0.3	-1
CC(=O)Oc1cccc(N2C(=O)C3CC=C(Cl)CC3C2=O)c1 (stereo not drawn)	-2	0.7	4	-6	5	i	-4	-3	-1.2	2
CCOC(=O)CNC(=O)C1CCC(CNS(=O)(=O)c2cccc3nsnc23)CC1 (stereo not drawn)	9	-1.4	-32	-5	1	i	-1	-2	-2.5	4
COc1ccc(C(c2sc3ncnn3c2O)N2CCN(c3ccccc3F)CC2)cc1OC (stereo not drawn)	-6	1.2	0	0	3	i	-12	-4	-0.3	-1
Cc1ccc(OCCNC(=O)CCNS(=O)(=O)c2ccc(C)cc2)cc1	-2	-0.6	0	-9	3	i	-7	-1	-0.4	-1
CN1CCN(C(=O)CCc2nnc3ccc(N4CCC5(CC4)OCCO5)nn23)CC1	-7	0.7	2	3	0	i	13	-2	-0.5	1
COc1ccc(C2C(C(=O)Nc3cccnc3)=C(C)Nc3nc(-c4ccco4)nn32)cc1 (stereo not drawn)	-8	-0.1	5	0	-2	i	6	3	0.9	-4
